Screening data: PubChem, Sanford-Burnham Center for Chemical Genomics
tim23-1 inh = tim23-1 yeast growth inhibition; S. cerevisiae tim23-1 growth, BacTiter-Glo luminescence, 24 h; inhibition, % at 20 µM; 330,000 tested, 1.3% active; AID 463212;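 active = growth inhibition of the mutant yeast at or above 50%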;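 also: temperature-sensitive mutant grown at 25 °C; plate controls were DMSO-treated mutant yeast for no effect and medium wells lacking yeast for full effect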
tim10-1 inh = inhibits growth of tim10-1 mutant yeast | S. cerevisiae tim10-1 ts strain growth, BacTiter-Glo, 24 h | inhibition, % at 20 µM | 330,000 tested, 2.2% active;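 active = inhibition of at least 40%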;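 also: mutant grown at 25 °C; 0% = DMSO wells with yeast and 100% = wells holding no yeast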
APJ agonist = agonists of human APJ apelin receptor | P35414 | CHO-K1 APJ PathHunter beta-arrestin, luminescence; 0% DMSO wells, 100% apelin | activation, % at 20 µM | 330,000 tested, 0.11% active;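 active = activation more than six SD over the plate average, tested at 20 µM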;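 also: 0% = DMSO alone and 100% = apelin-13 at 10 nM; some results filed as inactive read as strong as hits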
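Test system: CHO-K1 APJ beta-arrestin complementation cell line | Compound: Single test compound dose, 20 µM final, 1% DMSO | Incubation: Compound 90 min 25 °C, reagent 1 h | Measured by: beta-gal luminescence | Read-out basis: APJ–arrestin association signal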
NR3A LBD binder = modulators (binders) of human NR3A ligand-binding domain; NR3A LBD differential scanning fluorimetry, Tm shift; 0% = protein alone, 100% = glycine-bound protein; Tm shift relative to glycine control, % at 25 µM; 340,000 tested, 2.5% active;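 active = melting temperature shift of at least 10% of the positive control shift, at one fixed dose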
Mdm2 MdmX PPI = disrupts the human Mdm2-MdmX interaction; SaOS-2 split-luciferase Mdm2/MdmX complementation, luminescence; 330,000 tested, 3% active; inhibition, % at 8 µM;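 active = inhibition of at least 50% at 8 µM in the primary screen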
Target sequence (O15151 whole entry, looked up): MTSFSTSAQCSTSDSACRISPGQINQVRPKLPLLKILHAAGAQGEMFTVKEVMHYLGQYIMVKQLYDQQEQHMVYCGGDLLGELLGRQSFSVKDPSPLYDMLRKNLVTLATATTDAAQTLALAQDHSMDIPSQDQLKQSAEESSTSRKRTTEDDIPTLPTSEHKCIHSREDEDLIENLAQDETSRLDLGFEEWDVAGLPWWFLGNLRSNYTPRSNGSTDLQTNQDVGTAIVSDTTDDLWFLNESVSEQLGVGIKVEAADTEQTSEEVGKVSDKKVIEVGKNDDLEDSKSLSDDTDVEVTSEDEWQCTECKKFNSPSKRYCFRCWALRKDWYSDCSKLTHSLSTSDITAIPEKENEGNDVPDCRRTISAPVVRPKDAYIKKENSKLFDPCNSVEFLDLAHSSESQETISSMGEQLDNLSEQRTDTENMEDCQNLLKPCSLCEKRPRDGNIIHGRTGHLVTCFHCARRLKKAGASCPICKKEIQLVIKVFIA
Target sequence (Q00987 whole entry, looked up): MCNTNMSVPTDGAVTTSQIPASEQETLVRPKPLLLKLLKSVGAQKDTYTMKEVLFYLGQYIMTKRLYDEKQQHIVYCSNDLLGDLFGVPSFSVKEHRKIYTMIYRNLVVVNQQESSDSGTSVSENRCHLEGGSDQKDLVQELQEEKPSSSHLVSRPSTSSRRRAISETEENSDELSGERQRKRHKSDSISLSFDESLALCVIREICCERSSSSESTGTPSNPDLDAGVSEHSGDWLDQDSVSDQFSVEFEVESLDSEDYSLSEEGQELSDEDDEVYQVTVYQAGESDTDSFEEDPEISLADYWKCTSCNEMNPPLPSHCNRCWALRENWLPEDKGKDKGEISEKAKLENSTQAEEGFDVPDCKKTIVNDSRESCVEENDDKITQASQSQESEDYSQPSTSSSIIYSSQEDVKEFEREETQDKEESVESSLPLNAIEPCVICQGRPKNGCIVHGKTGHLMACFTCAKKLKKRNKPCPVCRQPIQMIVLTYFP
CHOP UPR activ = activators of apoptotic arm of unfolded protein response (CHOP). activation, % at 10 µM. 330,000 tested, 0.34% active. CHO-CHOP luciferase reporter, UPR activation, luminescence; percent of tunicamycin response over DMSO baseline;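 active = at 10 µM dose, activation of 40% or more, normalized to positive control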;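 also: 100% = tunicamycin at 10 µg/mL and 0% = DMSO alone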
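Evaluation: % reporter activation, DMSO baseline versus tunicamycin full activation; System: CHO-CHOP luciferase reporter cell line; Input: 500 cells/well; Incubation: 6 h compound treatment, 37 °C; Measured by: Steady-Glo luciferase luminescence; Dosing: one dose, 10 µM in 0.5% DMSO; Buffer or medium: F12 medium, 10% FBS; Benchmarks: positive tunicamycin 10 µg/mL, negative DMSO alone.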
NLRP3 yeast inh = NALP3 inhibition in yeast; 330,000 tested, 0.39% active; AID 2825; inhibition, % at 10 µM; Yeast reconstituted NLRP3/ASC/caspase-1, beta-gal luminescence, 24 h;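 active = inhibition of 50% or more; inactive = inhibition below 50%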;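 also: plate controls were induced DMSO wells for no effect and uninduced yeast grown without galactose for full effect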
UPR XBP1 act = activators of adaptive arm of unfolded protein response (XBP1); CHO-XBP1 luciferase reporter, IRE1-XBP1 UPR activation, luminescence; percent of tunicamycin response, DMSO as zero; activation, % at 20 µM; 330,000 tested, 0.33% active;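 active = versus positive control, 20 µM dose yields 30% or more activation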;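 also: 100% = tunicamycin at 10 µg/mL and 0% = DMSO only wells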
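Material – CHO cell line with stable XBP1 luciferase reporter · Buffer or medium – F12 plus 10% FBS · Compound – single point, 20 µM final compound, 1% DMSO · Schedule – 16-18 h cell attachment at 37 °C, then 6 h compound exposure · Signal – Steady-Glo luminescence read · Benchmarks – high control tunicamycin 10 µg/mL final, low control DMSO vehicle only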
TIM10 inh = inhibits growth of TIM10 yeast strain; S. cerevisiae TIM10 strain growth, BacTiter-Glo luminescence, 24 h; inhibition, % at 10 µM; 330,000 tested, 1.4% active; AID 463195;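 active = inhibition of 40% or more at the single tested concentration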;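 also: wild-type TIM10 isogenic control strain grown at permissive 25 °C; 0% = DMSO yeast wells and 100% = minimal medium wells without yeast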
* hit, by the source's call.

SMILES	tim23-1 inh	tim10-1 inh	APJ agonist	NR3A LBD binder	Mdm2 MdmX PPI	CHOP UPR activ	NLRP3 yeast inh	UPR XBP1 act	TIM10 inh
C/C(=N\NC(=O)c1ccco1)c1ccc(NC(=O)c2cccs2)cc1	-9	-9	0	0	10	2.8	7	2	12
COC(=O)c1ccc(COc2ccccc2/C=C(\C#N)C(=O)Nc2c(C)cccc2C)cc1	25	30	8	1	93*	128*	9	65*	27
O=C(COc1ccc2c(c1)CCC2)Nc1ccccn1	31	29	13	-2	-9	0.8	25	-6	21
COc1ccc(N2CCN(Cc3nc4c(c(=O)n(C)c(=O)n4C)n3CC(C)=O)CC2)cc1	1	9	-5	-1	-1	-1.1	-1	1	14
COc1cccc(C(=O)NCC(=O)N/N=C/c2ccc3c(c2)OCO3)c1	18	20	-5	-2	18	1.8	3	4	-1
COc1cc(OC)c(S(=O)(=O)Nc2ccc(C)cn2)cc1NC(C)=O	-4	-17	-1	-11	7	1.4	-2	-2	-12
Cn1c(SCC(=O)Nc2ccc(Br)cc2F)nnc1-c1ccco1	23	-20	-2	-1	-10	1.7	10	0	7
Cc1cccc(C(=O)N2CCN(S(=O)(=O)N3CCCCC3)CC2)c1	1	0	-5	11*	12	0.8	13	-5	3
COc1ccc(Cl)cc1NC(=O)NC(C)c1ccncc1 (stereo not drawn)	13	10	-1	0	6	0.9	5	0	11
CCOC(=O)c1nnn(-c2nn3nnnc3c3ccccc23)c1C	3	10	3	0	16	-1.4	-13	-3	1
O=C([C@H](Cc1ccccc1)N1C(=O)c2ccccc2C1=O)N1CCOCC1	27	7	0	0	-5	-0.2	29	-2	-7
COc1cc(NC(=S)N2CCCC(C)C2)c(OC)cc1Cl (stereo not drawn)	7	36	-3	-2	8	3.5	11	-4	32

Overlap with the part before: 5 compounds, followed by the next part.
SMILES	tim23-1 inh	tim10-1 inh	APJ agonist	NR3A LBD binder	Mdm2 MdmX PPI	CHOP UPR activ	NLRP3 yeast inh	UPR XBP1 act	TIM10 inh
Cc1cccc(C(=O)N2CCN(S(=O)(=O)N3CCCCC3)CC2)c1	1	0	-5	11*	12	0.8	13	-5	3
COc1ccc(Cl)cc1NC(=O)NC(C)c1ccncc1 (stereo not drawn)	13	10	-1	0	6	0.9	5	0	11
CCOC(=O)c1nnn(-c2nn3nnnc3c3ccccc23)c1C	3	10	3	0	16	-1.4	-13	-3	1
O=C([C@H](Cc1ccccc1)N1C(=O)c2ccccc2C1=O)N1CCOCC1	27	7	0	0	-5	-0.2	29	-2	-7
COc1cc(NC(=S)N2CCCC(C)C2)c(OC)cc1Cl (stereo not drawn)	7	36	-3	-2	8	3.5	11	-4	32
COC(=O)c1cccc(NC(=O)c2cccc(OC)c2)c1	16	-8	6	2	-42	1.6	20	-1	21
Cc1cc(NC(=O)CSc2ccc3nnc(-c4ccccn4)n3n2)no1	-6	-3	-3	-1	13	-2.3	-3	-1	7
COc1ccccc1OCC(=O)NCCCN1CCOCC1	0	-14	-1	5	14	-1.1	1	-4	11
COc1ccc(N(CC(=O)NCCSc2ccccn2)S(=O)(=O)c2ccccc2)cc1OC	10	7	-4	-1	-5	1.3	13	1	-1
CCC(=O)N1CCc2cc(S(=O)(=O)CCC(=O)Nc3ccc(C(C)=O)cc3)ccc21	24	7	8	0	14	1.1	6	-1	10
CCc1ccc(NC(=O)Cn2cc([N+](=O)[O-])nc2C)cc1	-13	-14	-1	1	7	-0.3	-2	-3	-9
CC(=O)N1CCN(C(=O)c2ccc(S(=O)(=O)Nc3ccccc3C)cc2)CC1	-6	-18	4	0	-13	-1.3	-1	4	-14
C1CCCC(NC2=NCCO2)CCC1	13	22	-4	4	-1	-2.0	4	-4	-3
COc1cccc(C2=NOC(C(=O)N3CCN(C(=O)c4ccco4)CC3)C2)c1 (stereo not drawn)	17	5	-5	-1	-9	0.4	1	-3	0
Cc1cc(OC(=O)c2ccccc2C)c([N+](=O)[O-])c(=O)[nH]1	-5	-11	0	2	-15	-0.5	6	-6	0
CC1=C(C)CC(C(=O)Nc2ccc(C(N)=O)cc2)C(C(=O)O)C1 (stereo not drawn)	-5	4	-6	-1	0	1.8	12	-1	-3
CC(=O)c1ccc(C(=O)N2CCCC(Nc3ccc(C(C)C)cc3)C2)s1 (stereo not drawn)	20	18	7	3	5	-1.9	14	-4	2
Cc1nc2ccccc2c(=O)n1/N=C/c1ccc(N(C)C)cc1	10	-6	-2	0	12	0.1	15	2	1
O=[N+]([O-])c1cc(-c2cnc3ccccc3n2)ccc1Oc1ccc(Br)cc1	14	12	2	-9	-4	4.8	14	-3	5
COc1ccccc1C(=O)NC(=O)COC(=O)CN1C(=O)NC(C)(C)C1=O	12	22	9	-2	16	-0.2	38	-1	4
CCOC(=O)C1=C(C)NC(C)=C(C(=O)OCC)C1C(=O)OCC(=O)N1CC(C)OC(C)C1 (stereo not drawn)	-1	2	-2	0	15	-2.1	-10	-3	8
O=C(Nc1cccc(NC(=O)c2cccnc2)c1)c1cccnc1	-5	-23	0	-1	19	-1.7	10	-5	-8
Cc1nc2ccc(Cl)cc2c(-c2ccccc2)c1C(=O)N(C)C	25	29	1	0	11	1.1	22	3	13
CC(C)Cn1c(-c2ccccc2)nc2ccccc2c1=O	13	28	-1	3	-18	1.0	0	0	3
C=CCOC(=O)C1=C[C@@H](c2cn(C(C)=O)c3ccccc23)C[C@@H](OCCCCO)O1	16	11	-5	-2	8	-0.7	11	-2	2
COC(=O)C(CCSC)NC(=O)c1cc2c(n(-c3ccccc3)c1=O)CCCC2=O (stereo not drawn)	2	7	-2	0	-1	-2.0	5	-1	13
O=Cc1ccc(OCCN2CCCC2=O)cc1	3	-12	2	0	22	0.5	17	-2	1
CCC(NC(=O)c1ccccc1NC(=O)c1ccco1)C(=O)NC1CCCCC1 (stereo not drawn)	13	16	-4	1	2	0.5	-3	-2	8
c1ccc2c3n(nc2c1)CCCCO3	2	1	-1	-2	-17	-0.2	7	-3	0

An excerpt from above in order of the Mdm2 MdmX PPI value, smallest number first.
SMILES	Mdm2 MdmX PPI
CC(C)Cn1c(-c2ccccc2)nc2ccccc2c1=O	-18
Cc1cc(OC(=O)c2ccccc2C)c([N+](=O)[O-])c(=O)[nH]1	-15
O=C([C@H](Cc1ccccc1)N1C(=O)c2ccccc2C1=O)N1CCOCC1	-5
CC(=O)c1ccc(C(=O)N2CCCC(Nc3ccc(C(C)C)cc3)C2)s1 (stereo not drawn)	5
Cc1nc2ccc(Cl)cc2c(-c2ccccc2)c1C(=O)N(C)C	11

Carrying on.
SMILES	tim23-1 inh	tim10-1 inh	APJ agonist	NR3A LBD binder	Mdm2 MdmX PPI	CHOP UPR activ	NLRP3 yeast inh	UPR XBP1 act	TIM10 inh
COc1ccccc1C(=O)Nc1ccccc1N1CCN(C(=O)c2ccc(Cl)cc2)CC1	44	47*	2	-10	18	2.0	14	-2	29
Cc1cccc(N2CCN(S(=O)(=O)c3ccc(S(=O)(=O)N4CCCC4)cc3)CC2)c1C	5	0	0	2	41	11	2	18	5
CSc1ccc(/C=N/Nc2ccc(Cl)c(C(=O)O)c2)cc1	16	15	2	-11	-225	-4.5	4	-5	6
COc1ccc(Cn2nnnc2C(c2ccc3ncccc3c2)N2CCN(C3CCCCC3)CC2)cc1 (stereo not drawn)	5	11	-3	0	8	17	7	4	1
Cc1ccc(NC(=O)N2CCCC2)cc1Cl	30	15	-3	-2	24	4.1	8	0	30
Cc1cccc(NNC(=O)C2CCC2)c1	-14	-87	-4	0	2	-1.6	11	-1	-61
O=[N+]([O-])c1cc(Cl)c(Cl)c(Cl)c1Cl	11	12	0	0	-2	1.2	4	0	-1
C/C(N)=C(/C#N)C(=O)CSc1nc2ccccc2c(=O)n1-c1ccc(C)c(Cl)c1	-9	15	2	-8	39	-1.6	0	-5	16
O=C1CSC(c2ccccc2[N+](=O)[O-])N1c1ccc(O)cc1 (stereo not drawn)	-3	7	-3	-1	19	-1.9	21	3	13
CC1CCN(C(=O)c2cc3c(=O)n4ccccc4nc3s2)CC1	12	2	3	1	-27	3.9	28	5	3
CCC(CC)NC(=O)/C=C/c1ccccc1Cl	21	4	-3	0	3	0.2	7	-4	-4
Cc1cc(Br)c(Cl)cc1NC(=O)CN1C(=O)C2C3CC(c4ccccc4)C(C3)C2C1=O (stereo not drawn)	35	52*	-2	9	17	2.2	15	0	52*
Cc1ccccc1-n1ccnc1SCC(=O)NCc1ccco1	18	24	-2	1	-10	-0.7	-4	-1	-14
CCOc1ccccc1CNn1cnnc1	6	-6	-2	1	25	0.5	12	2	6
Cc1ccccc1-n1c(SC2CCOC2=O)nnc1-c1ccncc1 (stereo not drawn)	-3	14	-2	0	19	0.2	21	1	-4
CCOC(=O)[C@@H]1[C@H]2COc3cc(OC)ccc3[C@@H]2N2C(=O)N(c3ccc(Br)cc3)C(=O)[C@]12C	35	28	1	-3	13	0.2	15	0	13
C[C@H](CO)N1C[C@H](C)[C@@H](CN(C)Cc2ccc(-c3ccccc3)cc2)Oc2c(NS(=O)(=O)c3cccs3)cccc2C1=O	11	9	-1	-12	-6	0.8	13	0	7
O=C(Nc1ccc(Cl)cc1)C1CCC(=O)N1Cc1ccccc1Cl (stereo not drawn)	-3	10	-1	-1	28	1.8	2	-2	-1
O=C(CN1C(=O)NC2NC(=O)NC21)NC1CCCCC1 (stereo not drawn)	4	10	-2	-1	-4	0.1	4	-1	-5
CC1(C)CC(NC(=O)COc2ccc3ccc(=O)oc3c2)CC(C)(C)N1	14	12	5	3	-10	3.1	9	-9	-1

No new results follow: 2 of the compounds above.
SMILES	tim23-1 inh	tim10-1 inh	APJ agonist	NR3A LBD binder	Mdm2 MdmX PPI	CHOP UPR activ	NLRP3 yeast inh	UPR XBP1 act	TIM10 inh
O=C(CN1C(=O)NC2NC(=O)NC21)NC1CCCCC1 (stereo not drawn)	4	10	-2	-1	-4	0.1	4	-1	-5
CC1(C)CC(NC(=O)COc2ccc3ccc(=O)oc3c2)CC(C)(C)N1	14	12	5	3	-10	3.1	9	-9	-1
